LYPLA2 inh: LYPLA2 inhibitors, primary screen, counter-screen for PME1 inhibitor project, biochemical, fluorescence polarization, FP-Rh probe ABPP; Acyl-protein thioesterase 2 (Homo sapiens), O95372; recombinant LYPLA2; inhibition, % at 5.9 µM; actives 0.38% (n = 320,000);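 active means inhibition above the screen-wide mean plus 3 SD, limit set per campaign, cut at about 26% in these data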;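 further: 0% = LYPLA2 with DMSO and 100% = wells lacking LYPLA2 enzyme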
Target sequence (O95372 whole entry, looked up): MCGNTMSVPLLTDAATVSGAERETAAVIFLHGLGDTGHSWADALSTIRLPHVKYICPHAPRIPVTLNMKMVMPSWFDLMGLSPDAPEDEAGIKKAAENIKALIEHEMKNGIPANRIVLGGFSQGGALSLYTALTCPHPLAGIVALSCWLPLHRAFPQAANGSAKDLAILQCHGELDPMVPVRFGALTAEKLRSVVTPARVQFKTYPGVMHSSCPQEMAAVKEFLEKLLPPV
Efflux pump inh: inhibitors of Candida efflux pumps in yeast, primary screen, S. cerevisiae, Nile Red, multiplex; S. cerevisiae Candida pump triplex; inhibition, % at 10 µM; actives 0.44% (n = 330,000); AID 485275, 2010;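 active means plate passing quality check with inhibition over a set limit, or well fluorescence over plate mean plus 4 SD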;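 further: Nile Red retained in pooled yeast measured as flow cytometry median fluorescence; 0% = buffer negative control and 100% = Enniatin B positive control; higher means more Nile Red kept so more efflux inhibition; some compounds called inactive have numbers as strong as hits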
GASC-1 inh: inhibitors of GASC-1 histone demethylase, primary screen, biochemical, fluorescence, DELFIA europium; GST-JMJD2C(1-420) H3K9me3 demethylation; inhibition, % at 2.35 µM; actives 0.069% (n = 330,000); AID 2099, 2009;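 active means more than half of a compound's replicate wells show inhibition beyond 50%, single wells judged on their own value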;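 further: signal counts dimethyl H3K9 product captured on neutravidin plate; 0% = median of DMSO wells and 100% = 0.3 times that DMSO median; strong numbers were not always called active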
Target sequence (Q9H3R0 1-420 limits assumed): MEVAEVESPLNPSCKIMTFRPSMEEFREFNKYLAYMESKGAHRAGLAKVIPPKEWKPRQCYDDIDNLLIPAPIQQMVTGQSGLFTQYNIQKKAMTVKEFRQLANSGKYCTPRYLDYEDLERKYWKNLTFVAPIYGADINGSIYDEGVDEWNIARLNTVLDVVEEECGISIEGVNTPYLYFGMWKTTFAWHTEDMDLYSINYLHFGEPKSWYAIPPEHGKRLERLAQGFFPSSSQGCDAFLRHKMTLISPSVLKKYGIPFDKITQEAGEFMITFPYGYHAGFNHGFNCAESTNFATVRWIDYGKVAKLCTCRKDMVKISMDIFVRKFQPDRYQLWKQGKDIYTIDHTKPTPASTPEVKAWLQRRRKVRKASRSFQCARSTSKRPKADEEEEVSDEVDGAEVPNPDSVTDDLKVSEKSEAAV
PREPL inhibitor: PREPL enzyme inhibitors, primary screen, biochemical, fluorescence polarization. actives 0.68% (n = 320,000). recombinant PREPL, fluorescence polarization activity-based probe. AID 2751, 2010. inhibition, % at 5.96 µM; in the data active means inhibition above about 43%;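 further: 0% = enzyme with DMSO and 100% = wells lacking enzyme; many of its hits are not listed in these tables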
TPT1 inhibitor: Candida albicans TPT1 enzyme inhibitors, primary screen, biochemical, fluorescence polarization; inhibition, % at 5 µM; actives 0.81% (n = 300,000); recombinant caTPT1, FP RNA substrate dephosphorylation; tRNA 2'-phosphotransferase TPT1 (Candida albicans SC5314);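 active means inhibition above the mean of all tested compounds plus 3 SD, set per screening campaign, cut at about 24% in these data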;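 further: plate controls were DMSO alone for no effect and ferristatin control at 100 nM for full effect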
CTSL1 counter: Fasciola hepatica cathepsin L1 inhibitors, primary screen, counter-screen for PFM18AAP inhibitor project, biochemical, QFRET, fluorogenic peptide substrate. actives 0.49% (n = 300,000). AID 1906, 2009. recombinant F. hepatica cathepsin L1, Z-Leu-Arg-MCA fluorescence. inhibition, % at 5.96 µM;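 active means inhibition above the mean of all tested compounds plus 3 SD, set per screening campaign, cut at about 17% in these data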;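 further: 0% = plate median of test compound wells and 100% = 1 µM Z-Phe-Ala-diazomethylketone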
PP1 inh: PP1-alpha phosphatase inhibitors, primary screen, counter-screen for PP5 inhibitor project, biochemical, fluorescence, OMFP substrate, single point; Serine/threonine-protein phosphatase PP1-alpha catalytic subunit (Homo sapiens), P62136; purified PP1alpha; inhibition, % at 6.7 µM; actives 0.9% (n = 320,000);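 active means inhibition above the mean inhibition of all tested compounds plus 3 SD, computed separately for each screening campaign, cut at about 15% in these data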
Target sequence (P62136 whole entry, looked up): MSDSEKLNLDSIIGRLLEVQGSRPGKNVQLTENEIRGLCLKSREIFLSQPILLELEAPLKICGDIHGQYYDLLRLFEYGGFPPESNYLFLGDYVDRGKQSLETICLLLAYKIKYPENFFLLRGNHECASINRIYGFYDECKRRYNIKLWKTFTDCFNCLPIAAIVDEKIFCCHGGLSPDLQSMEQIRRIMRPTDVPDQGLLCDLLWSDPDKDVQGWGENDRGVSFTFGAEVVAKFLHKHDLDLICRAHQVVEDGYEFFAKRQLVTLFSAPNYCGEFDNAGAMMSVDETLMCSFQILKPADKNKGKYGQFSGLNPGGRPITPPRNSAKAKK
core dimer inh: inhibitors of HCV core protein dimerization, primary screen, biochemical, TR-FRET, high-throughput. TR-FRET GST/Flag-core106 dimerization, 1536-well. inhibition, % at 5 µM. actives 0.33% (n = 300,000). AID 1899, 2009;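 active means inhibition above the mean of all tested compounds plus 3 SD, set per screening campaign, cut at about 45% in these data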
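assay system = GST-tagged and Flag-tagged HCV core protein residues 1-106 | controls = unlabelled core106 and no-GST-core106 wells | incubation = compound-protein-antibody incubation 4 h at 22.5 °C | probe or stimulus = Eu donor and XL665 acceptor anti-tag antibodies | read-out = % inhibition based on acceptor/donor emission ratio | signal = TR-FRET 671 and 617 nm emission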
PP5 inh: PP5 phosphatase inhibitors, primary screen, biochemical, fluorescence; Serine/threonine-protein phosphatase 5 (Homo sapiens), P53041; inhibition, % at 6.7 µM; purified PP5c, OMFP substrate fluorescence; actives 0.18% (n = 320,000);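 active means inhibition above the campaign's mean inhibition across all tested compounds plus 3 SD, cut at about 9.5% in these data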;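 further: 0% = DMSO only and 100% = 100 µM cantharidin control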
An asterisk follows results filed as active; · = not tested or not shown; & = joins results of further samples. Some of the compounds tested (hit frequency here may not be typical).

1. CC(Oc1ccccc1Cl)C(=O)Nc1ccccc1C(=O)N1CCOCC1 (configuration not stated)
2. NNC(=O)c1oc2nc(-c3ccccc3)cc(-c3ccccc3)c2c1N
3. COCCNC(=O)CSC1=N/C(=C/c2ccc(Cl)c(Cl)c2)C(=O)N1c1ccccc1F
4. O=C(NC(=S)Nc1ccccc1N1CCCC1)c1ccccc1[N+](=O)[O-]
5. O=C(Oc1ccc(/C=N/NC(=O)c2ccco2)cc1)c1ccccc1
6. Cc1cc(C(=O)Nc2ccc(C)c(C)c2)n(-c2ccccc2)n1
7. COc1ccc(-c2nc(N)n(C(=O)Cc3ccccc3)n2)cc1
8. CCOc1ccc(Br)cc1C(=O)N/N=C/c1ccccn1

assay / entry,1,2,3,4,5,6,7,8
LYPLA2 inh,2.3,32.2*,-15.3,-14.4,-4.5,6.3,-3.7,2.2
Efflux pump inh,0.0,0.7,-0.2,0.1,-0.1,0.1,-0.1,-0.1
GASC-1 inh,-14.6,-0.4,-2.5,0.4,2.1,-10.9,-0.6,-8.8
PREPL inhibitor,7.6,5.6,-3.8,18.1,1.1,13.2,0.8,-3.1
TPT1 inhibitor,-0.1,-0.6,-2.6,-2.4,·,-4.5,-4.2,-3.2
CTSL1 counter,0.4,-2.7,1.6,4.3,·,-3.7,1.5,5.4
PP1 inh,-2.4,-0.6,0.3,0.4,-0.4,2.0,-2.4,-1.8
core dimer inh,12.1,12.7,5.1,-1.6,·,4.6,1.3,2.1
PP5 inh,0.7,3.0,1.7,3.4,-0.4,2.8,1.0,-0.3

9. COc1ccc(C(c2nnnn2Cc2ccc(F)cc2)N2CCN(c3ccccc3)CC2)cc1 (configuration not stated)
10. O=C(CCN1CCCO1)N1CCCC(N2CCN(c3cccc(C(F)(F)F)c3)CC2)C1 (configuration not stated)
11. COc1ccc(OC)c(S(=O)(=O)NCc2cc(-c3ccccc3)no2)c1
12. Cc1cc(C)c(S(=O)(=O)c2ccccc2)c(N2CCOCC2)n1
13. Cc1cn(-c2cc(C(=O)Nc3ccc(C)c(NC(=O)N4CCNC4=O)c3)cc(C(F)(F)F)c2)cn1
14. COc1ccc(CNC(=O)COc2ccc(C(=O)c3ccc(F)cc3)cc2)cc1
15. COC(=O)c1ccc(NC(=S)N2CCN(Cc3ccc(Cl)cc3)CC2)cc1
16. COc1ccc(NC2CCCN(C(=O)c3cccnc3SC)C2)cc1OC (configuration not stated)

assay / entry,9,10,11,12,13,14,15,16
LYPLA2 inh,-5.2,4.2,2.9,0.7,-4.7,9.0,9.9,-3.9
Efflux pump inh,0.3,-0.1,0.2,0.1,0.1,-0.3,0.2,0.7
GASC-1 inh,16.1&5.3,0.4,0.7,-0.3,·,5.3,-1.3,-21.6
PREPL inhibitor,-5.4,7.7,-1.8,-0.1,-0.8,-2.4,2.3,6.0
TPT1 inhibitor,-4.7,-0.1,2.1,9.6,2.0,-3.6,-5.8,0.6
CTSL1 counter,4.6,-4.4,-3.8,1.0,-2.7,-4.0,0.2,-6.4
PP1 inh,2.3,1.6,-1.2,-1.7,-1.1,-1.4,-0.2,-3.3
core dimer inh,13.2,3.4,0.1,1.5,-17.1,0.3,5.6,-10.2
PP5 inh,2.5,0.9,3.2,-0.8,1.1,1.2,2.7,-2.2

17. Cc1c(C(=O)NCc2ccccn2)sc2nc(-c3ccccc3)cn12
18. COc1ccc(Cn2cc([N+](=O)[O-])nc2C)cc1[N+](=O)[O-]
19. CN(C)c1ccc(C(=O)NCC2CCCO2)cc1 (configuration not stated)
20. Cc1ccc(C(=O)NCC(=O)NNC(=O)CN(C)S(=O)(=O)c2ccc(Cl)cc2)s1
21. COc1ccccc1C1CCN(C(=O)C2CCCCC2)CC1
22. Cc1ccccc1-c1nc(CN(C)C(C)c2ccon2)c(C)o1 (configuration not stated)
23. Cc1sc2nc(SCC(=O)N3CCOCC3)[nH]c(=O)c2c1-c1ccccc1
24. Cc1ccccc1CNC(=O)C1CCCN(c2cnccn2)C1 (configuration not stated)

assay / entry,17,18,19,20,21,22,23,24
LYPLA2 inh,0.3,-5.3,-0.9,0.2,-6.0,-2.3,-4.6,7.5
Efflux pump inh,0.2,-0.2,0.0,-0.1,0.3,-0.1,-0.4,0.0
GASC-1 inh,-6.3,12.9,8.2,1.8,11.3,-0.6,11.7,-9.4
PREPL inhibitor,-27.8,5.3,-4.8,-3.7,-12.4,3.7,5.7,5.6
TPT1 inhibitor,2.6,1.2,-0.1,0.0,-1.6,-2.1,0.7,-1.1
CTSL1 counter,-4.3,-2.6,-2.4,-7.7,-5.9,-0.1,0.1,-3.9
PP1 inh,-1.5,-1.8,-0.2,-3.0,-2.6,-0.2,-7.2,-2.2
core dimer inh,-1.9,10.5,-1.4,-0.3,2.4,0.4,2.8,3.5
PP5 inh,2.0,2.1,-0.1,-0.8,2.1,1.3,1.2,-0.8

25. CN(C)C(=O)C#Cc1ccccc1
26. Cc1ccc(-c2csc(-c3c[nH]c4ccccc34)n2)cc1
27. CC(C)(C)C(=O)CNCC(=O)C(C)(C)C
28. N#CC12CCCCC1CC1CCCCC1(C#N)N2Cc1ccccn1 (configuration not stated)
29. CC1CN(C(=O)c2cc3ccccc3cc2O)CC(C)O1 (configuration not stated)
30. c1cncc(Nc2nc(-c3ccncc3)cs2)c1
31. CC(=O)OCC1=C(C(=O)O)N2C(=O)C(NC(=O)CC(C)c3ccccc3)C2SC1 (configuration not stated)
32. COc1ccc(N2CCN(CCCNC(=O)C(=O)c3c[nH]c4ccccc34)CC2)cc1

assay / entry,25,26,27,28,29,30,31,32
LYPLA2 inh,7.8,-3.1,3.6,-0.8,2.4,3.7,0.8,12.2
Efflux pump inh,-0.1,0.1,-0.1,0.4,0.1,-0.1,0.0,-0.1
GASC-1 inh,53.1,-5.7,12.7,-1.9,-0.1,9.5,12.3,-7.5
PREPL inhibitor,-1.8,18.7,14.0,12.2,2.0,10.2,-1.0,30.7
TPT1 inhibitor,-2.5,8.3,-3.0,-1.1,0.5,-1.1,·,-4.1
CTSL1 counter,-6.6,3.2,1.1,-5.7,-3.1,-0.6,·,-0.1
PP1 inh,-1.9,-3.4,-8.0,-1.3,-5.5,-1.7,-0.3,-4.9
core dimer inh,0.3,14.6,-9.9,2.3,-1.6,-3.0,·,13.6
PP5 inh,-0.8,1.9,3.3,1.3,-0.9,2.3,0.3,2.5

33. Cc1cc2nc(C(F)(F)F)[nH]c(=O)n2n1
34. CCN(CC)CCN(C(=O)c1ccc2c(c1)CCCC2)c1nc2c(C)cccc2s1
35. CN(Cc1ccccc1)C(=O)CCS(=O)(=O)c1ccc2c(c1)n(C)c(=O)c(=O)n2C
36. COC(=O)C(NC(C)=O)(Nc1nc2ccc(S(C)(=O)=O)cc2s1)C(F)(F)F (configuration not stated)
37. Cn1cnnc1SCc1ccc(-c2ccc(Br)cc2)o1
38. CCc1cc(=O)oc2cc(C)cc(OCC(=O)NCc3cccnc3)c12
39. CC(C)(C)c1cccc(/C=N/O)c1O
40. Cc1ccc(NC2CCCCC2NS(=O)(=O)c2ccccc2)c(C)c1 (configuration not stated)

assay / entry,33,34,35,36,37,38,39,40
LYPLA2 inh,14.1,3.5,-4.3,1.8,6.6,6.3,1.5,-1.9
Efflux pump inh,-0.1,-0.5,-0.2,-0.1,0.1,-0.1,0.1,0.2
GASC-1 inh,-3.1,0.6,-5.8,5.9,0.6,9.8,7.6,3.4
PREPL inhibitor,1.1,-12.3,8.1,-5.1,-9.5,2.6,3.1,4.8
TPT1 inhibitor,-0.9,-1.5,-3.0,2.9,22.9,-2.5,-4.4,1.8
CTSL1 counter,1.7,-0.1,-0.9,-4.8,59.5*,-0.6,2.4,2.7
PP1 inh,1.2,4.1,-1.5,3.9,5.7,2.1,0.9,-0.9
core dimer inh,0.2,-3.8,-1.6,-5.5,64.0*,0.0,-3.4,8.7
PP5 inh,-1.2,4.6,-1.6,1.7,3.9,-0.5,2.8,2.3

41. CCOCCOC(=O)C1=C(C)N(C)C(=O)NC1c1cc(Cl)c(O)c(OC)c1 (configuration not stated)
42. CCCN(CCC)c1ccc(C(O)c2nnc(-c3ccccc3)o2)cc1 (configuration not stated)
43. CCCCNC(=O)c1nn(-c2ccccc2OC)c(=O)c2ccccc12
44. CCN1C(=O)C(C(=O)Nc2ccc(OC)cc2)C2CC1(C)Oc1ccccc12 (configuration not stated)
45. O=C(Nc1ccc(OC(F)(F)F)cc1)c1ccc(S(=O)(=O)N2CCOCC2)o1
46. CC(C)(C)n1nc2c(c1NC(=O)COc1ccc3ccccc3c1)CS(=O)C2 (configuration not stated)
47. Cc1oc(-c2ccccc2Cl)nc1CN1CCCN(C(=O)c2ccco2)CC1
48. CC(=O)CCc1oc2c([N+](=O)[O-])cccc2c1-c1ccc(C)o1
49. CCOC(=O)c1c(NC(=S)NC(C)=O)sc(C)c1C

assay / entry,41,42,43,44,45,46,47,48,49
LYPLA2 inh,-3.9,-5.4,7.9,-2.7,0.8,4.9,1.0,-8.8,4.5
Efflux pump inh,-0.1,0.0,-0.1,0.2,-0.1,0.0,0.4,0.2,-0.3
GASC-1 inh,-1.1,2.4,5.6,54.2*,2.1,-11.2,1.0,-15.2,3.5
PREPL inhibitor,-6.1,37.4,13.9,-1.8,-12.5,38.2,10.0,-2.6,20.3
TPT1 inhibitor,-3.4,1.9,0.1,-5.3,-3.9,-4.4,4.5,1.9,-3.7
CTSL1 counter,1.7,4.8,5.3,-1.5,1.0,0.9,-3.3,10.8,5.5
PP1 inh,1.1,3.0,-1.0,-1.5,-3.3,0.2,-3.0,1.3,3.2
core dimer inh,-5.6,6.8,-2.8,1.8,-0.2,3.3,0.3,6.8,-1.0
PP5 inh,-0.4,5.3,2.6,2.9,1.7,0.5,3.5,3.1,0.5

Random excerpt: 3 entries already listed.
45. O=C(Nc1ccc(OC(F)(F)F)cc1)c1ccc(S(=O)(=O)N2CCOCC2)o1
48. CC(=O)CCc1oc2c([N+](=O)[O-])cccc2c1-c1ccc(C)o1
49. CCOC(=O)c1c(NC(=S)NC(C)=O)sc(C)c1C

assay / entry,45,48,49
LYPLA2 inh,0.8,-8.8,4.5
Efflux pump inh,-0.1,0.2,-0.3
GASC-1 inh,2.1,-15.2,3.5
PREPL inhibitor,-12.5,-2.6,20.3
TPT1 inhibitor,-3.9,1.9,-3.7
CTSL1 counter,1.0,10.8,5.5
PP1 inh,-3.3,1.3,3.2
core dimer inh,-0.2,6.8,-1.0
PP5 inh,1.7,3.1,0.5
